# PP1 inh = blocks human PP1-alpha phosphatase, a PP5 counter-screen; P62136; purified PP1alpha, OMFP fluorescence; inhibition, % at 6.7 µM; 320,000 compounds, 0.9% hits;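 active = inhibition above the mean inhibition of all tested compounds plus 3 SD, computed separately for each screening campaign, cut at about 15% in these data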
# Target sequence (P62136 whole entry, looked up): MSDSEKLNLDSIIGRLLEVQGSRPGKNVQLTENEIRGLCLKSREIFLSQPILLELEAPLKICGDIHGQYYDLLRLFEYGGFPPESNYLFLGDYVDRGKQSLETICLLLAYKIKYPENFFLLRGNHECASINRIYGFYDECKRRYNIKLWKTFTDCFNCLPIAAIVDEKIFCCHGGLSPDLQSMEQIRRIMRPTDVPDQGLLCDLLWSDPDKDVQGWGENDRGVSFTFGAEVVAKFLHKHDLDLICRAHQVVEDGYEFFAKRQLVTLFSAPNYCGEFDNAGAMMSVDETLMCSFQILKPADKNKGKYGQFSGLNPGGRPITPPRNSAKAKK
# core dimer inh = blocks dimerization of HCV core protein. TR-FRET GST/Flag-core106 dimerization, 1536-well. inhibition, % at 5 µM. 300,000 compounds, 0.33% hits. AID 1899;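 active = inhibition above the mean of all tested compounds plus 3 SD, set per screening campaign, cut at about 45% in these data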
#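 Assay system: tagged HCV core106 pair (GST and Flag); medium: KF-containing HEPES buffer, pH 7.45, DTT, CHAPS, BSA; also added: Eu donor and XL665 acceptor anti-tag antibodies; dosing: 5 µM single dose; timing: compound-protein-antibody incubation 4 h at 22.5 °C; signal: TR-FRET 671 and 617 nm emission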
# proCasp3 act = activators of human procaspase-3; P42574; recombinant procaspase-3 D3A, Ac-DEVD-pNA absorbance 405 nm; activation, % at 8.5 µM; 330,000 compounds, 0.11% hits; AID 463141;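 active = activation above the mean of all tested compounds plus 3 SD, cut at about 21% in these data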;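 note: 0% = DMSO alone and 100% = DMSO wells spiked with extra 5 µM PC-3 D3A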
#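 System: Procaspase-3 D3A mutant. Medium: Zinc-free 300 mM NaCl, 50 mM HEPES, 0.01% Triton X-100. Schedule: 1 h preincubation plus 2 h reaction at 25 °C. Measured by: 405 nm absorbance of p-nitroaniline, reads at 0 and 120 min. Read-out: percent activation relative to control range.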
# TPT1 inhibitor = blocks Candida albicans tRNA 2'-phosphotransferase | recombinant caTPT1, FP RNA substrate dephosphorylation | inhibition, % at 5 µM | 300,000 compounds, 0.81% hits;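 active = inhibition above the mean of all tested compounds plus 3 SD, set per screening campaign, cut at about 24% in these data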;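 note: plate controls were DMSO alone for no effect and ferristatin control at 100 nM for full effect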
# procasp7 counter = activates human procaspase-7, counter-screen for procaspase-3 activators. P55210. recombinant procaspase-7, Ac-DEVD-pNA absorbance 405 nm; D23A/D198A/D206A triple mutant, cannot self-cleave; scale: DMSO 0, 5 µM enzyme 100. activation, % at 8.5 µM. 330,000 compounds, 0.093% hits. AID 463210;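 active = percent activation above the screen-wide mean plus 3 SD, cut at about 25% in these data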
# Target sequence (P55210 whole entry D23A/D198A/D206A): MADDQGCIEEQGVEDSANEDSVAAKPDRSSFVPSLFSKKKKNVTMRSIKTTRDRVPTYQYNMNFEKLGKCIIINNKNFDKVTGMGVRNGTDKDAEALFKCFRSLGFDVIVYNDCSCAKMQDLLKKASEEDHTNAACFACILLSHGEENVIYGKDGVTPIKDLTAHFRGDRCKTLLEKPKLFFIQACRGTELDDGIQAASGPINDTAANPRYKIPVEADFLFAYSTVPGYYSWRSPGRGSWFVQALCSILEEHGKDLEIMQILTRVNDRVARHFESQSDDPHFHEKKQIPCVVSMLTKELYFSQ
#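 System: Procaspase-7 triple mutant (PC-7 D3A); measure: % activation from two-timepoint absorbance difference, scaled to controls; times: 1 h compound preincubation, 2 h substrate cleavage, 25 °C; also added: Ac-DEVD-pNA substrate, 400 µM as added; measured by: Epi-absorbance of released pNA at 405 nm, two timepoints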
# PAFAH2 inh = inhibitors of human PAFAH2; 340,000 compounds, 0.99% hits; recombinant PAFAH2, FP-rhodamine activity probe, fluorescence polarization; Q99487; inhibition, % at 3.39 µM;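 active = inhibition above the mean over all tested compounds plus 3 SD, cut at about 30% in these data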;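 note: inhibitors block probe labeling of enzyme so polarization drops; 0% = enzyme with DMSO and 100% = wells lacking PAFAH2 protein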
# CTSL1 counter = blocks F. hepatica cathepsin L1 in PFM18AAP counter-screen; recombinant F. hepatica cathepsin L1, Z-Leu-Arg-MCA fluorescence; inhibition, % at 5.96 µM; 300,000 compounds, 0.49% hits; AID 1906;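 active = inhibition above the mean of all tested compounds plus 3 SD, set per screening campaign, cut at about 17% in these data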;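 note: 0% = plate median of test compound wells and 100% = 1 µM Z-Phe-Ala-diazomethylketone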
# PP5 primary = blocks human protein phosphatase 5 activity; 320,000 compounds, 0.18% hits; AID 1987; inhibition, % at 6.7 µM; purified PP5c, OMFP substrate fluorescence; P53041;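 active = inhibition above the campaign's mean inhibition across all tested compounds plus 3 SD, cut at about 9.5% in these data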;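 note: 0% = DMSO only and 100% = 100 µM cantharidin control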
# AHR act = human AHR activation; P35869; AHR-responsive luciferase reporter cells, luminescence; 320,000 compounds, 2.5% hits; activation, % at 5 µM; in the data active = activation above about 47%;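 note: 0% = vehicle wells and 100% = reference agonist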
# * hit, by the source's call; nt = not tested or not shown.
SMILES,PP1 inh,core dimer inh,proCasp3 act,TPT1 inhibitor,procasp7 counter,PAFAH2 inh,CTSL1 counter,PP5 primary,AHR act
CNC(=S)N1N=C(c2ccc(OC)cc2)CC1c1ccc(N(C)C)cc1 (stereo not given),3,-16,-2,2,-5,2,2,5.0,4
Cc1cc(/C=N/Nc2nc(N)ncc2[N+](=O)[O-])c(C)n1-c1ccccc1F,2,1,-8,-3,-4,nt,5,-1.5,-6
Cc1ccc(S(=O)(=O)N2CCN(C(=O)COC(=O)/C=C/c3ccccc3[N+](=O)[O-])CC2)c(C)c1,0,2,5,1,8,-2,-33,1.8,4
COc1cccc(C(O)c2cnc(C(C)C)n2C)c1OC (stereo not given),-2,-4,14,5,-1,-4,-4,0.3,1
CC1CC(=O)N(C)c2ccc([N+](=O)[O-])cc2N1 (stereo not given),-4,2,2,-3,7,1,-1,-1.0,-4
COc1ccc(C(=O)NCCSC2CCCCC2)cc1,-6,-7,0,0,-4,-2,-5,-3.5,7
CC(CCN1C(Nc2ccccc2)=NC[C@@H]1C)c1ccccc1 (stereo not given in full),-5,-5,1,-5,-1,0,-2,1.7,-1
COc1cccc(N(C(=O)Cn2nnc(-c3ccc(Cl)cc3)n2)C(C(=O)NCC2CCCO2)c2ccc(C)cc2)c1 (stereo not given),-10,11,-6,1,1,4,-6,-2.7,4
COC(=O)c1cc2n(n1)CCCNC2=O,-4,0,-1,-3,2,-3,-4,1.5,-2
CC1(C)Cc2c(cnn2-c2cccc(F)c2)C(NC(=O)CCN2CCCC2=O)C1 (stereo not given),-2,-5,8,-1,-3,10,5,1.9,-3
O=C(NNC(=O)c1ccccc1Cl)c1ccc2c(c1)OCCO2,nt,nt,-2,nt,-1,7,nt,nt,2
Cc1ccn2c(=O)nc(SCC(=O)N3CCCCC3)nc2c1,-22,2,-7,-2,-4,3,-2,3.5,-1
CN(C)C(=O)c1ccc(NC(=O)c2cncc(Br)c2)cc1,-1,-8,2,1,7,2,4,1.9,-1
CCOc1ccc(Nc2nc(Cc3nnc(SCC(=O)c4ccc(C)c(C)c4)o3)cs2)cc1,14,19,0,0,1,-2,0,4.5,13
CC(=O)N/C(=C\c1ccccc1)C(=O)OCC(=O)c1c(N)n(CC(C)C)c(=O)n(C)c1=O,0,-1,2,-1,5,-2,-1,0.2,0
OCC1(O)OC[C@@H](O)[C@H]1O (stereo not given in full),1,3,-2,-5,1,1,0,3.7,0
COc1ccc(C(=O)NCC(=O)Nc2cccc(S(=O)(=O)N3CCCC3)c2)cc1,nt,nt,1,nt,-4,5,nt,nt,5
COc1ccc(C(CNC(=O)c2cccc(S(=O)(=O)Nc3ccccc3OC)c2)N2CCCC2)cc1 (stereo not given),-4,-1,2,8,6,-5,2,-0.5,3
COc1ccccc1CNC(=O)C(=O)Nc1nccs1,0,-1,8,-2,4,4,-2,-0.6,19
CCCc1nnc(SCC(=O)Nc2ccc(NC(C)=O)cc2)n1-n1cccc1,1,2,-10,1,0,-2,3,-0.2,0
CC(C)c1nnc(NC(=O)CSc2nc3ccccc3[nH]2)s1,0,4,5,-2,2,-4,-3,1.2,7
Cc1nn(CC(=O)N2CC(=O)Nc3ccccc32)c(C)c1[N+](=O)[O-],0,-1,8,2,9,4,9,-1.7,3
CCN(CC)S(=O)(=O)c1ccc2c(c1)N(CC(=O)NCc1ccccn1)C(=O)CO2,-2,1,-2,-1,3,2,0,-0.8,-1
COCCn1nnnc1C(c1cccs1)N1CCN2CCCC2C1 (stereo not given),0,-6,8,-6,-4,7,1,-0.1,-2
CCOc1cc(N2CCOCC2)c(OCC)cc1NC(=O)COC(=O)c1ccc(Cl)cc1N,-2,nt,9,nt,10,-7,nt,0.5,9
O=C(c1cc(-c2ccc3c(c2)OCO3)on1)N1CCN(c2ccccc2)CC1,5,0,-12,-2,1,2,0,3.7,1
COc1cccc(NC(=O)c2nn(C34CC5CC(CC(C5)C3)C4)cc2[N+](=O)[O-])c1,0,13,2,-1,6,-7,-2,-0.4,2
CC(CCN1C(Nc2ccccc2)=NC[C@@H]1Cc1ccccc1)c1ccccc1 (stereo not given in full),-1,4,-2,-7,-1,-7,0,0.7,0

# Taken from above:
# `Cc1cc(/C=N/Nc2nc(N)ncc2[N+](=O)[O-])c(C)n1-c1ccccc1F` in PP1 inh reads 2
# `CC(CCN1C(Nc2ccccc2)=NC[C@@H]1C)c1ccccc1` (stereo not given in full) in PP1 inh reads -5

# 13 neighbouring records out of the list so far, quoted:
SMILES,PP1 inh,core dimer inh,proCasp3 act,TPT1 inhibitor,procasp7 counter,PAFAH2 inh,CTSL1 counter,PP5 primary,AHR act
O=C(NNC(=O)c1ccccc1Cl)c1ccc2c(c1)OCCO2,nt,nt,-2,nt,-1,7,nt,nt,2
Cc1ccn2c(=O)nc(SCC(=O)N3CCCCC3)nc2c1,-22,2,-7,-2,-4,3,-2,3.5,-1
CN(C)C(=O)c1ccc(NC(=O)c2cncc(Br)c2)cc1,-1,-8,2,1,7,2,4,1.9,-1
CCOc1ccc(Nc2nc(Cc3nnc(SCC(=O)c4ccc(C)c(C)c4)o3)cs2)cc1,14,19,0,0,1,-2,0,4.5,13
CC(=O)N/C(=C\c1ccccc1)C(=O)OCC(=O)c1c(N)n(CC(C)C)c(=O)n(C)c1=O,0,-1,2,-1,5,-2,-1,0.2,0
OCC1(O)OC[C@@H](O)[C@H]1O (stereo not given in full),1,3,-2,-5,1,1,0,3.7,0
COc1ccc(C(=O)NCC(=O)Nc2cccc(S(=O)(=O)N3CCCC3)c2)cc1,nt,nt,1,nt,-4,5,nt,nt,5
COc1ccc(C(CNC(=O)c2cccc(S(=O)(=O)Nc3ccccc3OC)c2)N2CCCC2)cc1 (stereo not given),-4,-1,2,8,6,-5,2,-0.5,3
COc1ccccc1CNC(=O)C(=O)Nc1nccs1,0,-1,8,-2,4,4,-2,-0.6,19
CCCc1nnc(SCC(=O)Nc2ccc(NC(C)=O)cc2)n1-n1cccc1,1,2,-10,1,0,-2,3,-0.2,0
CC(C)c1nnc(NC(=O)CSc2nc3ccccc3[nH]2)s1,0,4,5,-2,2,-4,-3,1.2,7
Cc1nn(CC(=O)N2CC(=O)Nc3ccccc32)c(C)c1[N+](=O)[O-],0,-1,8,2,9,4,9,-1.7,3
CCN(CC)S(=O)(=O)c1ccc2c(c1)N(CC(=O)NCc1ccccn1)C(=O)CO2,-2,1,-2,-1,3,2,0,-0.8,-1
